WT yeast gro inh – growth inhibition of WT yeast, mitochondrial fusion screen | mitochondrial fusion phenotypic screen, WT strain | inhibition, % at 10 µM | actives 2.1% (n = 190,000); in the data active = inhibition above about 58%; tested in S. cerevisiae
Yfh1-depleted yeast – mitochondrial function rescue without frataxin homolog – Friedreich's ataxia, plus single-dose screen, dose response (AID 1465); S. cerevisiae Yfh1-off respiration, WST-1 reduction, 72 h; higher fold induction means a stronger effect; fold induction at 50 µM, or EC50 in µM where a hit was titrated; actives 0.074% (n = 220,000);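 active = fold induction of absorbance versus untreated yeast above a set limit, then at least 30% activation at any dose in follow-up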;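 also: activators that raise dye reduction in frataxin-depleted yeast; strong numbers were not always called active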
P. falciparum M17LAP – P. falciparum M17LAP inhibitors, primary screen, biochemical, fluorogenic H-Leu-NHMec substrate, 1536-well (AID 1619) | inhibition, % at 30 µM, or IC50 in µM where a hit was titrated | actives 0.38% (n = 220,000) | recombinant M17LAP, H-Leu-NHMec fluorogenic kinetic assay; higher % means a stronger effect;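 active = compound inhibiting the enzyme by more than half at any dose during confirmatory dose-response retesting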;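 also: plate controls were full reaction with DMSO carrier for no effect and no enzyme background for full effect; strong numbers were not always called active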
MT stabilizer – microtubule stabilization, imaging screen. % tubulin-high responders, % at 10 µM. actives 0.83% (n = 200,000). HeLa tubulin immunostaining HCS, 24 h; share of cells brighter than vehicle mean+2SD. AID 2205;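 active = plate Z-score above 3 for both tubulin-high and condensed-nucleus cell shares, with cell loss under 80%, at 10 µM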;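 also: anti alpha tubulin signal scored within the nucleus-defined area of each cell; some results filed as inactive read as strong as hits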
Autophagy HCS – modulators of autophagy; MEF GFP-LC3 puncta imaging; test concentration mostly 10 µM; calls only at 10 µM (by protocol); actives 0.98% (n = 190,000);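 active = percentage of spot-positive cells more than 3 SD above its plate mean, without a fluorescence outlier flag or 80% toxicity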;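 also: spot-positive cell cutoff set from DMSO-treated cells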
P. falciparum M1AAP – P. falciparum M1AAP inhibitors, biochemical, fluorogenic H-Leu-NHMec substrate, 1536-well (AID 1445); recombinant M1AAP, H-Leu-NHMec fluorogenic kinetic assay; higher % means a stronger effect; one-dose inhibition, % at 30 µM; IC50 in µM for titrated hits; actives 0.42% (n = 220,000);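 active = primary inhibition above the hit cutoff, then over 50% inhibition at one or more dose response concentrations, cut at about 23% in these data, passing the limit was not always enough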;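 also: plate controls were DMSO full reaction for no effect and no enzyme background for full effect; strong numbers were not always called active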
Dynein cargo inh – dynein cargo transport inhibition; 3617.4 mouse cells, GR-EGFP nuclear translocation imaging; test concentration mostly 20 µM; stimulated with dexamethasone, 1 µM; hits give low values; z-score, hits read low; actives 0.47% (n = 220,000); AID 1381;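 active = plate z-score of nuclear minus cytoplasmic receptor signal below a set negative limit, without overly bright fluorescence or cell loss, cut at about -3.5 in these data, passing the limit was not always enough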;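 also: z-score of nuclear minus cytoplasmic ring GR-EGFP intensity difference per well; some compounds called inactive have numbers as strong as hits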
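Schedule: 48 h induction, then 1 h compound, then 30 min agonist, 37 °C. Buffer or medium: tetracycline-free induction medium containing charcoal-stripped FBS. Reagent: 1.0 µM final dexamethasone stimulus. Evaluation: nuclear versus cytoplasmic GR-EGFP signal, averaged per well. Signal: high-content fluorescence imaging after fixation.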
b-catenin transl – beta-catenin nuclear translocation modulation; HeLa beta-catenin nuclear translocation, immunofluorescence imaging; nuclear translocation activity, % at 5 µM; actives 0.3% (n = 190,000);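 active = nuclear translocation activity above 50% at 5 µM, with a well cell count of 50 or more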;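 also: per-cell ratio of nuclear to cytoplasmic median beta-catenin stain intensity; plate controls were DMSO negative control for no effect and GSK-3 inhibitor IX positive control for full effect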
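Read-out: Nuclear/cytoplasmic beta-catenin signal ratio, % activation | Assay system: Human HeLa cell line | Times: 24 h compound exposure at 37°C, 5% CO2 | Signal: Fluorescence imaging of beta-catenin antibody stain plus DAPI | Dosing: 5 µM primary, 0.02–20 µM confirmation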
T cell modulator – T cell immune modulators affecting CD8 T cell-vesicle binding. 2C CD8+ T cell-vesicle binding, flow cytometry; hits give low values. calls only at 7 µM. actives 0.068% (n = 330,000). AID 2052;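 active = response, share of CD8 T cells binding vesicles, and their 90th percentile fluorescence all below set limits, cut at about 80% in these data, passing the limit was not always enough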
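Incubation: binding step 1.5 h, 37 °C, antibody labelling 20 min, ice; system: murine 2C transgenic CD8+ T lymphocytes; technique: cytometric PE anti-B7-1 and Alexa647 anti-CD8 signals after 1% paraformaldehyde fixation; also added: QL9-charged Drosophila Ld/ICAM-1/B7-1 vesicles; control set: naked versus QL9-loaded vesicles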
WT yeast gro inh mutant strain – recorded beside WT yeast gro inh, whose call it bears; inhibition, %; mitochondrial fusion phenotypic screen, mutant strain inhibition
Dynein cargo inh cytoplasmic EGFP – recorded beside Dynein cargo inh, whose call it bears; z-score; measured here: cytoplasmic GR-EGFP intensity; hits give high values
Dynein cargo inh nuclear GR-EGFP – also measured in Dynein cargo inh; calls as there; z-score; measured here: nuclear GR-EGFP intensity;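 lower value marks the stronger effect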
Dynein cargo inh cell count – also measured in Dynein cargo inh; calls as there; z-score; measured here: cell count per field
b-catenin transl cell count 5 µM – recorded beside b-catenin transl, whose call it bears; cell count; measured here: cell count, cytotoxicity flag
T cell modulator vesicle-bound % – also measured in T cell modulator; calls as there; double positive events, %; measured here: CD8+ vesicle-bound cell fraction;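 binding gate set so that unloaded-vesicle control wells show 10% double positive cells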
MT stabilizer Hoechst-high % – also measured in MT stabilizer; calls as there; % Hoechst-high responders; measured here: nuclear condensation Hoechst responders;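 share of cells brighter than vehicle mean plus two SD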
MT stabilizer cytotoxicity % – second read-out of MT stabilizer, no call of its own (marks repeat the call); toxicity, %; measured here: cytotoxicity by cell density;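 0% = mean cell density of plate MIN control wells and 100% = no cells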
Autophagy HCS cell loss 18 h – also measured in Autophagy HCS; calls as there; toxicity, %; measured here: cell loss, nuclei count;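 cell loss after 18 h compound exposure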
Active calls of the source: *; i = inactive; . = not tested or not shown. No enrichment for hits; 4.4% or so of the library scored in one or more.

SMILES	WT yeast gro inh	WT yeast gro inh mutant strain	Yfh1-depleted yeast	P. falciparum M17LAP	MT stabilizer	MT stabilizer Hoechst-high %	MT stabilizer cytotoxicity %	Autophagy HCS	Autophagy HCS cell loss 18 h	P. falciparum M1AAP	Dynein cargo inh	Dynein cargo inh cytoplasmic EGFP	Dynein cargo inh nuclear GR-EGFP	Dynein cargo inh cell count	b-catenin transl	b-catenin transl cell count 5 µM	T cell modulator	T cell modulator vesicle-bound %
C#CC(C)OC(=O)Nc1cnccc1C(F)(F)F (stereo unspecified)	.	.	i	-7.8%	.	.	.	.	.	6.6%	-0.115	-0.261	-0.271	-0.0146	-1.5	1337	i	28.0
CCOC(=O)c1ccc(NC(=S)NN)cc1	-3.3	3.8	i	3.8%	3.0	3.3	6.2	i	-10.4	3.2%	0.644	-0.225	0.468	-0.716	.	.	i	61.3
O=S(=O)(NC1CCCCC1Sc1ncccn1)c1ccc(Cl)cc1 (stereo unspecified)	5.5	-0.9	i	15.8%	1.3	3.1	10.7	i	2.5	-0.5%	0.0252	-0.251	0.311	-0.217	2.7	1021	i	27.6
CCOc1cc(/C=N/NC(=O)c2ccncc2)ccc1OS(C)(=O)=O	-10.0	-13.4	i	-0.3%	2.0	2.7	3.2	i	-9.0	5.4%	-0.667	-0.199	-0.491	0.693	-1.6	1022	i	45.7
CCn1c(=O)c([N+](=O)[O-])c(N2CCN(Cc3ccc4c(c3)OCO4)CC2)c2ccccc21	.	.	i	8.4%	.	.	.	.	.	3.9%	2.02	-0.175	0.815	-2.2	1.0	1310	i	28.1
COc1ccc(C2C(C#N)=C(N)OC3=C2C(=O)CC(C)(C)C3)cc1 (stereo unspecified)	-1.7	-17.9	i	7.0%	3.0	1.0	7.9	i	0.9	4.3%	0.542	-0.173	0.635	-0.716	3.7	930	i	27.3
C=CCSC1=N/C(=C\c2ccc(C(=O)O)cc2)C(=O)S1	16.6	21.3	i	16.2%	1.9	3.3	4.6	i	6.9	8.3%	-0.665	-0.341	0.0301	0.307	0.6	1492	i	26.9
COc1ccc([N+](=O)[O-])cc1N(CC(=O)N(C)C)S(C)(=O)=O	-5.0	2.4	i	3.8%	1.9	1.5	1.1	i	-29.9	0.2%	-0.204	-0.244	-0.193	0.242	1.6	895	i	23.0
C/C(=N\NC(=O)Cc1c(C)[nH][nH]c1=O)c1ccc(Cl)c(Cl)c1	.	.	i	14.3%	.	.	.	.	.	3.3%	0.0625	-0.246	0.0799	-0.176	-5.3	1227	i	26.4
CC(C)(C)NC(=O)CSc1ccc(C(C)(C)C)cc1	-2.8	-12.8	i	4.7%	1.3	1.4	5.0	i	-0.4	-2.4%	-0.242	-0.175	0.125	-1.38	0.9	432	i	55.9
CC1CCN(c2c(NCc3ccc(C(=O)NCc4ccccc4)cc3)c(=O)c2=O)CC1	.	.	i	-8.0%	.	.	.	.	.	-0.9%	0.934	-0.0431	0.755	-1.32	-2.0	1396	i	17.9
CCOC(=O)c1ccc(NC(=O)CCn2nnc3ccccc32)cc1	-17.8	-4.6	i	6.6%	3.2	2.2	5.8	i	-8.1	10.4%	-0.545	0.0343	-0.406	1.22	-1.9	1219	i	42.2
CC12COC3(C(=O)Nc4nccs4)CC1CCC32C (stereo unspecified)	0.2	2.0	i	4.3%	2.7	1.9	11.4	i	0.2	11.0%	-0.945	0.0112	-1.15	-0.415	-0.7	1367	i	26.5
Cc1cc(OCC(=O)N(C(C)C)C(C)C)cc(C)c1Br	11.2	4.6	i	16.4%	1.9	2.6	7.3	i	-0.4	3.2%	-0.167	-0.347	0.00803	0.65	.	.	i	53.6
CCn1cc(C(=O)NCC(=O)OC)c2cc(OC)c(OC)cc2c1=O	7.5	-1.6	i	6.8%	3.5	2.5	4.2	i	26.4	1.8%	-0.335	-0.271	0.00775	-0.274	-0.8	1452	i	11.8
c1ccc(CNc2nc3ccccc3n3cnnc23)nc1	11.7	-7.9	i	12.3%	5.6	3.4	7.1	i	6.8	13.5%	-0.269	-0.184	0.0581	0.134	-6.5	1195	i	25.9
CCN1C(=O)c2cccc3c(S(=O)(=O)Nc4ccccn4)ccc1c23	18.0	25.6	i	18.4%	3.7	2.0	11.4	i	-32.9	8.2%	-0.825	0.33	-0.466	-0.0135	1.9	1233	i	31.0
COc1cc(S(=O)(=O)n2cnc(C)c2)ccc1Br	-0.4	-7.6	i	2.9%	3.4	1.7	4.2	i	-8.5	3.8%	0.281	-0.234	0.519	0.781	5.8	939	i	62.8
c1cc(C(c2nnnn2C2CCCC2)N2CCOCC2)ccn1 (stereo unspecified)	5.7	14.2	i	2.5%	3.8	1.4	2.5	i	-7.8	2.9%	-0.172	-0.289	0.187	-0.329	.	.	i	35.4
CC(=O)c1cc2c(cc1NC(=O)CCCC(=O)O)OCO2	46.7	33.2	i	15.7%	9.8	1.7	11.2	i	14.9	2.1%	1.85	-0.2	1.08	-0.54	-0.1	1362	i	45.6
CCN(Cc1ccccc1)C(c1cccc(C#N)c1)c1nnnn1C(C)(C)C (stereo unspecified)	27.4	-2.7	i	4.5%	4.4	3.4	6.1	i	2.7	-4.8%	0.708	-0.149	0.367	-1.78	0.8	1105	i	37.1
O=C(CCN1C(=O)COc2ccccc21)N1CCN(c2ccccc2)CC1	-12.3	-4.2	i	-5.2%	2.6	2.0	5.2	i	39.2	-2.3%	-0.354	-0.268	-0.186	0.377	-0.8	1097	i	56.4
C=C1C2C[C@H](O)C(C)(C)[C@@]2(O)[C@H](O)C[C@]23C[C@@](C)(O)[C@H](CC[C@H]12)[C@H]3O (stereo partly specified)	15.0	-5.1	i	0.0%	2.4	1.5	4.5	i	7.8	-6.7%	-0.189	-0.288	0.262	0.594	2.1	480	i	24.6
COc1ccc2ccc3c(c2c1)N=C[C@]1(O3)N(C)c2ccccc2C1(C)C	74.7*	6.7*	i	-1.7%	1.9	1.7	7.7	i	-1.5	-4.2%	-0.521	-0.216	-0.48	0.445	0.0	1300	i	66.2
COc1ccccc1NC(=O)CSc1nc2c(sc3ccccc32)c(=O)n1CCN(C)C	-8.6	16.4	i	-76.6%	4.1	2.9	6.9	i	-5.9	0.5%	-0.198	-0.234	-0.00417	0.608	.	.	i	47.2

Next part:
SMILES	WT yeast gro inh	WT yeast gro inh mutant strain	Yfh1-depleted yeast	P. falciparum M17LAP	MT stabilizer	MT stabilizer Hoechst-high %	MT stabilizer cytotoxicity %	Autophagy HCS	Autophagy HCS cell loss 18 h	P. falciparum M1AAP	Dynein cargo inh	Dynein cargo inh cytoplasmic EGFP	Dynein cargo inh nuclear GR-EGFP	Dynein cargo inh cell count	b-catenin transl	b-catenin transl cell count 5 µM	T cell modulator	T cell modulator vesicle-bound %
Cc1ccc(/C(N)=N/OC(=O)c2cccc(Cn3cc(C(F)(F)F)ccc3=O)c2)cc1	.	.	i	-5.0%	.	.	.	.	.	6.3%	0.34	-0.126	-0.0357	0.829	1.0	1139	i	51.5
COc1cc(NC(=S)N2CCN(C(=O)c3ccco3)CC2)c(OC)cc1Cl	0.0	5.5	i	13.2%	5.4	2.8	5.7	i	0.0	14.3%	-0.36	-0.31	-0.199	0.484	-2.3	1122	i	42.7
Clc1ccc2[nH]c3c(NCC4CCCO4)ncnc3c2c1 (stereo unspecified)	-1.2	1.9	i	-15.3%	4.2	2.9	8.8	i	-17.4	9.1%	-0.507	0.103	0.107	0.423	-1.4	1188	i	40.4
Cc1cc(C(=O)OCC(=O)Nc2sc3c(c2C#N)CCC(C)C3)c2ccccc2n1 (stereo unspecified)	-0.9	4.4	i	17.4%	2.4	4.7	10.4	i	-6.3	2.4%	-0.108	-0.161	-0.263	-0.973	-1.5	1123	i	48.5
O=C(CCC(=O)c1cccs1)c1cccs1	-9.1	-9.1	i	3.5%	2.4	2.0	7.0	i	-3.1	3.9%	0.899	-0.216	0.448	-0.0606	6.8	445	i	48.2
Cc1cc2c3c(c1)C(C)CC(C)(C)N3C(=O)C2=O (stereo unspecified)	6.9	0.8	i	-1.5%	2.1	1.8	4.8	i	9.3	-2.7%	1.14	-0.022	0.592	-1.77	0.3	1525	i	49.0
COc1ccc(C(CC(=O)O)NS(=O)(=O)c2ccc(C)cc2)cc1OC (stereo unspecified)	-19.5	5.8	i	17.8%	2.5	2.7	6.5	i	-1.9	13.1%	0.882	-0.179	0.528	-0.457	-6.5	1018	i	19.6
COc1ccc(F)cc1C(=O)C1CCCN(Cc2ccc(Oc3ncccn3)cc2)C1 (stereo unspecified)	-2.0	-15.7	i	-9.7%	3.3	2.0	8.2	i	-2.5	-0.6%	0.474	-0.141	0.807	-0.532	1.0	1465	i	45.6
CN(CC(=O)Nc1ccc(Cl)cc1)Cc1cc(=O)n2ccsc2n1	2.6	10.9	i	2.4%	1.2	1.5	3.1	i	-9.4	-2.4%	0.608	-0.226	1.23	-1.87	2.7	967	i	63.9
COC(=O)c1cc2nc(-c3ccccc3)cc(C)n2n1	14.8	5.7	i	-4.6%	3.7	2.1	6.6	i	-3.5	7.8%	0.422	-0.243	0.0758	-0.414	.	.	i	20.9

Screening data: PubChem BioAssay, several laboratories
